# C2C12 statin = suppressors of statin myotoxicity in C2C12 myotubes, primary screen, cell-based, single point, plate reader | C2C12 myotubes + simvastatin, ATP luminescence, 48 h; scaled: DMSO 0, geranylgeraniol control 100 | actives 0.78% (n = 330,000) | AID 602340, 2012 | rescue of ATP level, % at 7.49 µM;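 active = mean ATP rescue above about 67%, or every replicate alone reaching that limit, limit read from the data, passing the limit was not always enough; inconclusive = no clear call, values can overlap the other calls; inactive = mean under the limit and some replicate under it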;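 note: myotubes were challenged with 10 µM simvastatin during compound exposure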
# ERp5 block = inhibitors of ERp5-driven insulin aggregation, primary screen, biochemical, turbidity, absorbance 650 nm, single point; Protein disulfide-isomerase A6 (Homo sapiens), Q15084; 90 min; inhibition, % at 9.99 µM; actives 0.05% (n = 350,000); AID 651711, 2012;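 active = mean replicate inhibition above about 25%, with every replicate also reaching it, limit read from the data, passing the limit was not always enough; inconclusive = only one of those two criteria met; inactive = neither criterion met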
# Target sequence (Q15084 whole entry, looked up): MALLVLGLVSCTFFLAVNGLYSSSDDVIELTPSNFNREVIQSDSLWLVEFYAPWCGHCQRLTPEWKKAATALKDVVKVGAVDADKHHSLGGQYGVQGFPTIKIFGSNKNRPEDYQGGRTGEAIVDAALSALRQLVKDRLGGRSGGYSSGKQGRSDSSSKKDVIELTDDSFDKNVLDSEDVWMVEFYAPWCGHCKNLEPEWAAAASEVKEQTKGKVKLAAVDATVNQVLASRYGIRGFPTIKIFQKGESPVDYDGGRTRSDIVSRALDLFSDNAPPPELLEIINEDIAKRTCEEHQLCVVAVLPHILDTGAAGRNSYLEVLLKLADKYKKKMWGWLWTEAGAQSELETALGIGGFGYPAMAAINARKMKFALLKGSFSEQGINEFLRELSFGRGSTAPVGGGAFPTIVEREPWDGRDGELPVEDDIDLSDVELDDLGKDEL
# E-sel inducer = E-selectin induction in HUVECs, primary screen, imaging, HUVEC, immunofluorescence imaging, single point; normalized: neutral wells 0, TNF-alpha wells 100; activation, % at 7.58 µM; actives 0.37% (n = 260,000);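 active = mean E-selectin-positive cell signal at least 10% of the positive control, reached in at least 60% of replicates, without over 20% cell loss; inconclusive = no rule given, readout overlaps actives, possibly toxicity-flagged; inactive = the rest, including those meeting only one limit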;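 note: in these data hits start at about 27%; measured in HUVEC primary endothelial cells; signal is the percent of cells scored E-selectin positive by PE staining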
#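 Test system: HUVEC; input: 3,000 HUVEC/well; measured by: immunofluorescence imaging; read-out: % PE-positive cells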
# SIRT5 block = SIRT5 desuccinylase inhibitors, primary screen, biochemical, fluorescence imaging, single point, set 5. NAD-dependent protein deacylase sirtuin-5, mitochondrial (Homo sapiens), Q9NXA8. Purified SirT5, succinyl-peptide AMC, trypsin-coupled fluorescence. inhibition, % at 15 µM. actives 1.1% (n = 330,000); in the data active = inhibition above about 15%; inconclusive = no clear call, values can overlap the other calls
# Target sequence (Q9NXA8 whole entry, looked up): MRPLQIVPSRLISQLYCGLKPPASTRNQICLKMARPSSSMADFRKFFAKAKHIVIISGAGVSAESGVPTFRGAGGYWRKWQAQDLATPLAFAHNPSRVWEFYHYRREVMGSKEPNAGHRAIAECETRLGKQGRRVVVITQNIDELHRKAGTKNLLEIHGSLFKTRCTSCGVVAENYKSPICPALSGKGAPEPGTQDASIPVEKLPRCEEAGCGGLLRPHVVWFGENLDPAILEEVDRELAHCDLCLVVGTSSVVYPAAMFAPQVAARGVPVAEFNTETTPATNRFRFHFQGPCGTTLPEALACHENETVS
# S100A4 inh HTS = inhibitors of S100A4-myosin IIA peptide binding, primary screen, biochemical, fluorescence polarization, TAMRA-MyoIIA peptide | inhibition, % at 10.7 µM | actives 0.14% (n = 360,000);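 active = mean inhibition of at least 70% across replicates, with every replicate also reaching that level; inconclusive = mean inhibition reaches 70% but some replicates fall short; inactive = mean inhibition below 70%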
# Target sequence (P26447 whole entry, looked up): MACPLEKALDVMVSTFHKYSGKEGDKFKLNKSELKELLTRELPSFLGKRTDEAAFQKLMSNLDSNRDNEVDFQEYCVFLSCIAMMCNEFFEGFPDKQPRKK
#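 Test system – S100A4 monomer (human) · Compound – single-point compound testing · Schedule – 5 min incubation before reading · Probe or stimulus – TAMRA-labelled myosin IIA heavy-chain peptide probe, 5 nM · Benchmarks – neutral control DMSO, positive control TFP · Medium – Calcium-containing HEPES buffer, pH 7.2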
# DENV2 CPE rescue = inhibitors of DENV2 cytopathic effect, primary screen, cell-based, plate reader, single concentration. DENV2-infected cells, cytopathic effect rescue. CPE inhibition, % at 9.99 µM. actives 1.7% (n = 350,000). AID 651640, 2012; in the data active = CPE inhibition above about 20%, passing the limit was not always enough; inconclusive = no clear call, values can overlap the other calls; tested in BHK-21 cells;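 note: 0% = median of neutral control wells and 100% = median of positive control wells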
# PglD DTNB = C. jejuni PglD acetyltransferase inhibitors, primary screen, biochemical, DTNB colorimetric, single point | actives 0.098% (n = 360,000) | AID 602405, 2012 | inhibition, % at 12.5 µM | UDP-N-acetylbacillosamine N-acetyltransferase PglD (Campylobacter jejuni) | purified PglD enzyme, DTNB colorimetric CoA detection; in the data active = inhibition above about 16%, passing the limit was not always enough; inconclusive = no clear call, values can overlap the other calls; note: strong numbers were not always called active
# Active calls of the source: *; ? = inconclusive; . = not tested or not shown. This is a subset; rates above refer to the full screens.
# Values in the order: C2C12 statin	ERp5 block	E-sel inducer	SIRT5 block	S100A4 inh HTS	DENV2 CPE rescue	PglD DTNB
- CCC(=O)N[C@H]1CC[C@@H](CCn2cc(-c3cccc(OC)c3)nn2)O[C@@H]1CO
    -3	0	2.0	-2	16	3	-2
- CN1C(=O)c2cc(NC(=O)c3ccc(F)cc3)ccc2OC[C@H]2O[C@@H](CC(=O)N3CCOCC3)CC[C@@H]21
    -12	-1	0.0	7	3	-4	1
- N/C(=N\OC(=O)Cc1ccc([N+](=O)[O-])cc1)c1cccc(Br)c1
    .	6	.	-1	0	-7	.
- COc1ccccc1NC(=O)CN1CCN(c2ccccc2OC)CC1
    .	0	.	0	1	-3	.
- Cc1ccccc1OCC(O)CN1CCN(CCN2C(=O)c3cccc4cccc(c34)C2=O)CC1 (configuration not stated)
    .	8	.	-2	-21	7	.
- Cc1cc(C(=O)N/N=C/c2ccc([N+](=O)[O-])cc2)c2ccccc2n1
    -24	0	3.5	1	8	-5	5
- N=c1sccn1CC(=O)NC(c1ccccc1)c1ccccc1
    4	5	0.8	-1	-2	-2	-6
- Cc1ccc(S(=O)(=O)N[C@H]2C=C[C@H](CC(=O)N3CCC(Cc4ccccc4)CC3)O[C@@H]2CO)cc1
    44	-1	-2.6	6	21	?	1
- COc1ccc(OCC(=O)N2CCC(Cc3ccccc3)CC2)cc1
    9	3	.	-2	2	6	-2
- O=C(CSCc1ccc(Cl)c(Cl)c1)Nc1c[nH]c(=O)[nH]c1=O
    .	5	-0.5	0	1	-1	.

# Later entries
# Values in the order: C2C12 statin	ERp5 block	E-sel inducer	SIRT5 block	S100A4 inh HTS	DENV2 CPE rescue	PglD DTNB
- CC(=O)N1Cc2cc(C(=O)NCC(F)(F)F)nc(-c3cccc(-c4cc5ccccc5o4)c3)c2[C@@H]1CCO
    .	12	1.2	-5	-82	?	.
- COc1cc(C)c(NC(=O)C(=S)NCc2ccccc2)cc1C
    .	4	.	-1	-6	-3	.
- CC1(C)Cc2ccccc2-c2nnc(-c3ccc(O)cc3)n21
    .	8	.	7	-1	-11	4
- CS(=O)(=O)Nc1ccc2c(c1)[C@H]1C[C@@H](CC(=O)NCc3ccc(Cl)cc3)O[C@@H](CO)[C@H]1O2
    -2	2	-0.1	-6	3	-1	1
- O=C(COc1ccc(S(=O)(=O)N2CCOCC2)cc1)NCCCn1ccnc1
    12	2	0.0	1	1	18	3
- COc1cc(OC)cc(C(=O)Nc2cccc(NC(=O)c3cccs3)c2)c1
    -17	1	-0.8	-1	-2	-2	7
- CCOC(=O)c1cnc(SCC(=O)OCC(=O)N(CC)C2CCS(=O)(=O)C2)nc1N (configuration not stated)
    .	1	10	-3	-8	-5	.
- CCOCCCNC(=O)C(c1ccc(C)cc1)N(Cc1cccs1)C(=O)c1ccccn1 (configuration not stated)
    .	-6	.	-1	-14	-10	.
- O=C(O)Cn1c(-c2ccccn2)nc2ccccc21
    1	4	0.0	-4	-2	-6	9
- Cc1cccc(C(=O)NCC(=O)OCC(=O)c2ccc(Br)s2)c1
    1	0	-0.1	0	-12	3	2

# Continuation:
# Values in the order: C2C12 statin	ERp5 block	E-sel inducer	SIRT5 block	S100A4 inh HTS	DENV2 CPE rescue	PglD DTNB
- CS(=O)(=O)N(CC(=O)Nc1cccc([N+](=O)[O-])c1)c1ccccc1
    .	6	.	-6	5	7	.
- COc1ccc(C(=O)NC2CCCN(Cc3ccc(Cl)cc3)C2)c(OC)c1 (configuration not stated)
    9	3	-0.1	-2	-1	-7	-10
- COc1ccc(C)cc1NC(=O)C(Sc1nnc(-c2cccs2)o1)c1ccccc1 (configuration not stated)
    4	.	1.3	.	.	.	7
- O=C1C=CC(n2cc(F)c(=O)[nH]c2=O)O1 (configuration not stated)
    .	-4	-0.1	1	-3	10	-2
- COc1ccc(NC(=O)Nc2ccc3c(c2)C(=O)N([C@@H](C)CO)C[C@H](C)[C@H](CN(C)C(=O)C2CCCCC2)OCCCC[C@H](C)O3)cc1
    79*	1	0.3	-2	4	6	6
- N#C[C@H]1[C@@H](c2ccccc2)[C@@H](CO)N1S(=O)(=O)Cc1ccccc1
    -10	-2	0.2	0	-5	65*	-3
- O=C(O)c1ccc(N/N=C/c2cccc(C(F)(F)F)c2)cc1
    -86	6	0.6	0	3	0	0
- O=C(Nc1cccc2ncccc12)c1cc(Br)ccc1Cl
    -2	0	0.0	1	-1	-2	0
- COc1ccc(NC(=O)c2cccc(S(=O)(=O)N3CCN(C)CC3)c2)c(OC)c1
    5	-9	0.2	-3	5	1	2
- Cc1nc2ccc(NC(=O)c3ccc(Br)o3)cc2s1
    .	-1	.	-1	2	-1	.

# Carrying on:
# Values in the order: C2C12 statin	ERp5 block	E-sel inducer	SIRT5 block	S100A4 inh HTS	DENV2 CPE rescue	PglD DTNB
- Cc1ccc(C(=O)NCCc2nnc3ccc(NCc4ccc5c(c4)OCO5)nn23)cc1
    3	-4	0.0	-2	-3	-3	6
- CCNC(=O)C1CCCN(C(=O)c2ccc(OC(F)F)cc2)CC1 (configuration not stated)
    1	-10	-0.1	-3	1	-7	-2
- CNC(=O)c1c(NC(=O)c2ccc(S(=O)(=O)N3CCCCC3C)cc2)sc2c1CCN(C)C2 (configuration not stated)
    .	-5	20	-3	-7	-2	2
- COC(=O)c1ccccc1NC(=S)N1CCN(C2CCCCC2)CC1
    .	2	1.6	-1	1	-13	.
- O=C(Cn1nnc(-c2ccccc2)n1)NC1CCS(=O)(=O)C1 (configuration not stated)
    10	4	0.0	-1	1	1	-4
- O=C(COc1ccccc1[N+](=O)[O-])OCC(=O)N1CCC(Cc2ccccc2)CC1
    .	1	.	0	-5	-4	.
- Nn1c(SCc2cc([N+](=O)[O-])cc3c2OCOC3)nnc1-c1ccccn1
    .	1	0.0	-2	-1	-5	.
- COCC(=O)N(C)C[C@H]1Oc2ncc(-c3ccccc3C)cc2C(=O)N([C@@H](C)CO)C[C@H]1C
    0	0	-0.5	-2	-6	18	-1
- COc1ccc(-n2ncc3c(N4CCN(c5cccc(C)c5C)CC4)ncnc32)cc1
    -8	1	0.2	-2	32	11	.
- O=C(Nc1ccc(N2CCOCC2)cc1)C1CC(=O)N(c2ccccc2)C1 (configuration not stated)
    -2	-5	0.4	-3	-6	.	-9

# 12 entries from above, as comma-separated lines:
SMILES,C2C12 statin,ERp5 block,E-sel inducer,SIRT5 block,S100A4 inh HTS,DENV2 CPE rescue,PglD DTNB
COc1ccc(NC(=O)Nc2ccc3c(c2)C(=O)N([C@@H](C)CO)C[C@H](C)[C@H](CN(C)C(=O)C2CCCCC2)OCCCC[C@H](C)O3)cc1,79*,1,0.3,-2,4,6,6
N#C[C@H]1[C@@H](c2ccccc2)[C@@H](CO)N1S(=O)(=O)Cc1ccccc1,-10,-2,0.2,0,-5,65*,-3
O=C(O)c1ccc(N/N=C/c2cccc(C(F)(F)F)c2)cc1,-86,6,0.6,0,3,0,0
O=C(Nc1cccc2ncccc12)c1cc(Br)ccc1Cl,-2,0,0.0,1,-1,-2,0
COc1ccc(NC(=O)c2cccc(S(=O)(=O)N3CCN(C)CC3)c2)c(OC)c1,5,-9,0.2,-3,5,1,2
Cc1nc2ccc(NC(=O)c3ccc(Br)o3)cc2s1,.,-1,.,-1,2,-1,.
Cc1ccc(C(=O)NCCc2nnc3ccc(NCc4ccc5c(c4)OCO5)nn23)cc1,3,-4,0.0,-2,-3,-3,6
CCNC(=O)C1CCCN(C(=O)c2ccc(OC(F)F)cc2)CC1 (configuration not stated),1,-10,-0.1,-3,1,-7,-2
CNC(=O)c1c(NC(=O)c2ccc(S(=O)(=O)N3CCCCC3C)cc2)sc2c1CCN(C)C2 (configuration not stated),.,-5,20,-3,-7,-2,2
COC(=O)c1ccccc1NC(=S)N1CCN(C2CCCCC2)CC1,.,2,1.6,-1,1,-13,.
O=C(Cn1nnc(-c2ccccc2)n1)NC1CCS(=O)(=O)C1 (configuration not stated),10,4,0.0,-1,1,1,-4
O=C(COc1ccccc1[N+](=O)[O-])OCC(=O)N1CCC(Cc2ccccc2)CC1,.,1,.,0,-5,-4,.

# Following part
# Values in the order: C2C12 statin	ERp5 block	E-sel inducer	SIRT5 block	S100A4 inh HTS	DENV2 CPE rescue	PglD DTNB
- COC(=O)C1NC(=O)N2C(C(=O)OC)C(C)(C)S[C@H]12 (some centres not stated)
    -6	-4	12	.	9	?	3
- CCNC(=O)C1(C)CCCN1C(=O)c1cnc2ccccc2n1 (configuration not stated)
    3	2	-0.1	.	-5	-2	-5
- Cc1cccc(C(=O)NC2CCN(C(=O)NCc3ccccc3)CC2)c1
    12	5	0.8	1	1	13	-10
- CO[C@H](CN(C)C(=O)c1cnccn1)[C@H](C)CN([C@@H](C)CO)S(=O)(=O)c1ccccc1
    2	0	0.1	1	4	3	-1
- COCC#Cc1cnc2c(c1)C(=O)N([C@H](C)CO)C[C@@H](C)[C@@H](CN(C)C(=O)C1CC1)O2
    0	-1	0.5	7	62	19	2
- O=C(CN1CCN(Cc2ccccc2)CC1)N1CCCCCC1
    .	-3	.	9	1	-3	.
- Cc1cccc(C)c1NC(=O)CS(=O)CC(=O)NCCCc1ccccc1 (configuration not stated)
    -9	2	.	.	2	.	10
- Cc1cc(C(=O)N2CCCC(CO)(Cc3ccc(F)cc3)C2)c(C)o1 (configuration not stated)
    4	-1	-0.6	0	-2	0	-5
- O=C(NCCCN1CCOCC1)C1CCN(S(=O)(=O)c2cccc(Cl)c2Cl)CC1
    -7	-3	0.0	-2	-1	1	1
- CC1(C)CC2(CC(c3ccccc3F)c3ccc(O)c(O)c3O2)NC(=S)N1 (configuration not stated)
    .	5	1.4	-3	3	3	.

# Carrying on:
# Values in the order: C2C12 statin	ERp5 block	E-sel inducer	SIRT5 block	S100A4 inh HTS	DENV2 CPE rescue	PglD DTNB
- COc1ccc(C(=O)NCc2ccncc2)cc1OC
    .	6	.	-4	-3	-11	.
- Cc1cc(Br)ccc1N=C1NC(=O)CS1
    -2	-6	.	-6	-3	-2	-1
- COc1ccccc1Nc1nc(NCCCCO)nc(N2CCCC2)n1
    -11	1	0.4	.	2	86*	4
- Cc1ccc(C(=O)O)c(C(=O)Nc2nc3ccccc3s2)c1
    .	3	0.0	2	-4	-3	.
- O=C(CC1C(=O)NCCN1C(=S)Nc1ccccc1)Nc1ccc(F)cc1 (configuration not stated)
    .	3	0.0	.	10	9	.
- CC(C)COc1ccc(Br)cc1CNC(C)(C)C
    .	-5	0.3	1	2	-1	.
- CCOC(=O)C(Cc1ccc(N)cc1)N1C(=O)c2ccccc2C1=O (configuration not stated)
    -7	-3	.	3	-13	-4	5
- CCc1nc2c(OCc3ccc(C(F)(F)F)cc3)cccn2c1N(C)C(=O)c1ccc(OC)cc1
    -11	-5	0.5	.	-3	-10	0
- CCOC(=O)[C@@H]1[C@H]2COc3ccccc3[C@@H]2N2C(=O)N(c3cccc(C)c3)C(=O)[C@]12C
    5	-3	.	.	0	4	2
- CC(=O)NCCNC(=O)c1ccc(CSc2nc3ccccc3s2)cc1
    2	-3	-0.8	-1	5	?	-1
- COc1ccccc1S(=O)(=O)N1CC[C@@H]2[C@@H](CO)Nc3ccc(-c4ccc(F)cc4)cc3[C@@H]21
    -10	1	-0.3	0	0	-22	-2

# Compound activity: PubChem BioAssay, Broad Institute
